Screens (PubChem)
PABP1 MLLE inh: inhibitors of microRNA-mediated deadenylation, human PABP1 MLLE binding; P11940; inhibition, % at 20 µM; hit rate 0.36% among 360,000; GST-MLLE / FITC-PAM2 fluorescence polarization; AID 588489; in the data active = inhibition above about 35%, passing the limit was not always enough;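 also: plate controls were DMSO wells with GST-MLLE for no effect and wells lacking GST-MLLE protein for full effect; some results filed as inactive read as strong as hits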
FAS TE block: FAS thioesterase (human) inhibition; hit rate 0.67% among 360,000; P49327; inhibition, % at 15 µM; recombinant FAS-TE, OMFH fluorogenic substrate, fluorescence endpoint;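 active = compounds whose normalised, plate-corrected inhibition of enzyme fluorescence in the single-dose primary screen is 50% or more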;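 also: 0% = DMSO with enzyme and 100% = substrate without enzyme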
E coli Lon inh: inhibits E. coli Lon protease; inhibition, % at 7.94 µM; hit rate 0.42% among 360,000; purified E. coli Lon protease, fluorescence polarization; AID 602123; P0A9M0; in the data active = inhibition above about 13%, passing the limit was not always enough;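 also: 0% = enzyme with probe and DMSO and 100% = no enzyme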
Target sequence (P0A9M0 whole entry, looked up): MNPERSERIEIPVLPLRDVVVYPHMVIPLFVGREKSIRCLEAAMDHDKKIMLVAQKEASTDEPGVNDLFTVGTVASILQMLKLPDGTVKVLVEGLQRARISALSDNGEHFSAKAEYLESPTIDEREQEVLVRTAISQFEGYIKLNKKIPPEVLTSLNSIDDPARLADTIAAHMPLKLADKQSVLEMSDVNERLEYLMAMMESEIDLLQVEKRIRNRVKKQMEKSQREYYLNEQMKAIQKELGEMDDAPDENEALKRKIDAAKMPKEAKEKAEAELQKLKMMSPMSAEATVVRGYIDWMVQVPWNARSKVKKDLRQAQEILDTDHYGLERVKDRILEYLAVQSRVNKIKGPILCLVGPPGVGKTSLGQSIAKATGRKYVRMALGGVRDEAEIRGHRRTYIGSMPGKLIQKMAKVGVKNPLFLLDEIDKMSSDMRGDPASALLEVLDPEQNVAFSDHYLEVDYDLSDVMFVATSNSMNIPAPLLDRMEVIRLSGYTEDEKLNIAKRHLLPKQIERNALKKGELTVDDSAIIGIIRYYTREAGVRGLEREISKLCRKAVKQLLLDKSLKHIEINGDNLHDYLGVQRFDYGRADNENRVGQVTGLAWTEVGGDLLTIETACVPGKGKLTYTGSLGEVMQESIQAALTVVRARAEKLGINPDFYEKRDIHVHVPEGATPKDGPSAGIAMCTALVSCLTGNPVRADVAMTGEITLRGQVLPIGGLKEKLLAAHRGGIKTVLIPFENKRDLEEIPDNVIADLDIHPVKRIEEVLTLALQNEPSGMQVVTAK
Tb MetRS inh: Trypanosoma brucei MetRS inhibition | hit rate 0.4% among 360,000 | inhibition, % at 11.9 µM | purified T. brucei MetRS, ATP depletion, Kinase-Glo luminescence | AID 624268;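 active = inhibition above a per-plate cutoff of the control wells' mean inhibition plus 3 SD, cut at about 5.5% in these data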;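 also: 0% = DMSO wells median and 100% = median of wells with control inhibitor compound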
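Material: parasite MetRS enzyme / Replication: singlicate, one well per compound / Signal: luminescence of leftover ATP / Schedule: 2 h aminoacylation at 25 °C after 15 min preincubation / Medium: HEPES-MgCl2-KCl buffer plus DTT, spermine, BSA, pyrophosphatase / Doses: 11.9 µM single point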
Neddylation inh: blocks human cullin neddylation; AID 651699; TR-FRET cullin neddylation, biochemical; calls only at 25 µM; hit rate 0.58% among 360,000; P61081+Q13564; in the data active = inhibition above about 36%
bovine MsrA act: activates bovine MsrA enzyme. activation, % at 10.6 µM. hit rate 0.3% among 360,000. purified bovine MsrA, absorbance read-out; in the data active = activation above about 7.5%;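 also: 0% = vehicle and 100% = reference activator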
MsrA inh: inhibits bovine methionine sulfoxide reductase A; purified bovine MsrA, absorbance read-out; inhibition, % at 15.5 µM; hit rate 0.75% among 360,000; AID 651718; in the data active = inhibition above about 4.5%;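 also: 0% = vehicle wells with enzyme and 100% = reference inhibitor wells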
Rin1-Abl PPI inh: human Rin1-Abl interaction inhibition | P00519+Q13671 | TR-FRET Rin1/Abl binding, biochemical | inhibition, % at 7.35 µM | hit rate 0.4% among 360,000; in the data active = inhibition above about 5%, passing the limit was not always enough
CSN deneddyl inh: blocks human CSN-mediated cullin deneddylation | Purified CSN, SCF-Nedd8-OG deneddylation, fluorescence polarization | inhibition, % at 12.5 µM | hit rate 0.38% among 360,000 | AID 651999;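 active = pattern-corrected inhibition above about 35%, with an unprinted fluorescence ratio check between 0.5 and 1.5, limit read from the data, passing the limit was not always enough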;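 also: 0% = enzyme with substrate and 100% = substrate without enzyme; some results filed as inactive read as strong as hits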
Target sequence (Q92905 whole entry, looked up, one chain of several): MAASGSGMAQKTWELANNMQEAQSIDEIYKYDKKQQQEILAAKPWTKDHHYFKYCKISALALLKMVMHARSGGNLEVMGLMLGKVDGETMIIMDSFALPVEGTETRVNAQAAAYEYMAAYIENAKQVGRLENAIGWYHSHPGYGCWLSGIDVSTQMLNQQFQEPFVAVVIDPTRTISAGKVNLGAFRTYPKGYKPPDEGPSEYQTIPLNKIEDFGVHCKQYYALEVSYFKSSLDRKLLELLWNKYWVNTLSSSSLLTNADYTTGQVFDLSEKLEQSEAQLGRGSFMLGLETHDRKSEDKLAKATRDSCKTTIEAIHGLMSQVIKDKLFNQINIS
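Material: human Csn5 produced in HEK293T cells; Input: enzyme 0.24 nM; Reagent: SCFSkp2-Nedd8OG substrate at 10 nM final; Dosing: 12.5 µM compound; Incubation: 90 min reaction at room temperature; Detection: fluorescence polarization of the substrate; Evaluation: % inhibition of substrate cleavage by Csn5; Control set: substrate-only high control, full reaction low control.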
Numbers without * were called inactive; i = inactive; x = not tested or not shown; & = joins results of further samples; ! = a repeat was not active.

SMILES	PABP1 MLLE inh	FAS TE block	E coli Lon inh	Tb MetRS inh	Neddylation inh	bovine MsrA act	MsrA inh	Rin1-Abl PPI inh	CSN deneddyl inh
COc1ccc(C(=O)NNC(=O)CN2CCC(n3nnc4cc(F)ccc43)CC2)cc1	-1.2	-9.7	-9.0	-1.3	i	-1.3	-0.9	0.9	-7.5
CNc1nc(Sc2cccc(C(F)(F)F)c2)cc(C(F)(F)F)n1	4.4	16.8	1.2	0.2	i	-1.4	0.3	-0.8	-2.0
O=C(Oc1c(Br)cc(Br)c2cccnc12)N1CCCCC1	-2.2	7.3	3.8	-0.4	i	-5.3	2.1	-14.5	-6.8
Cc1ccc(Cn2c(CCC(=O)O)nc3ncccc3c2=O)cc1	-2.9	-1.9	3.3	-1.9	i	-7.6	1.0	3.5	-1.6
CCOC(=O)c1ccc(NC(=S)N2CCN(c3ccccn3)CC2)cc1	-63.2	-9.5	-3.8	0.1	i	-2.6	-1.4	0.5	-0.9
CCc1ccc(NC(=O)Cn2nnc(C(=O)NCc3ccco3)c2N)cc1	-5.9	-5.7	-1.3	-0.6	i	-1.8	0.1	2.1	1.6
CN(C)c1cccc(CNC(=O)c2ccc3sc([C@@H]4O[C@H](CO)[C@H](O)[C@H](O)[C@H]4O)nc3c2)c1	-16.4	-6.8	-1.1	0.0	i	-7.8	0.0	1.0	-0.5
Cc1nnc(NC(=O)CSCc2ccccc2)s1	-1.1	-5.9	-0.5	0.3	i	-2.8	0.3	-0.1	-5.4
O=C(CCCCCN1C(=O)c2ccccc2C1=O)Oc1ccc2c3c(c(=O)oc2c1)CCC3	6.4	28.8	3.4	-1.1	x	-3.7	-0.4	-0.8	-2.6
CCNC(=O)C1(C)CCN(C(=O)c2ccccc2)C1 (centres undefined)	9.8	-6.4	1.5	-0.3	i	-1.8	-0.3	-0.6	2.4
COC(=O)c1ccc(COC(=O)C2CCN(S(=O)(=O)c3ccc(C)c(C)c3)CC2)o1	1.0	18.9	-4.5	-0.5	i	-6.8	-2.1	16.4*	-2.7
C/C(CCc1ccccc1)=N\NC(=S)NCCc1ccccc1	1.5	23.2	-9.8	-1.2	i	-7.5	-1.0	1.3	-1.7
CCNc1nc(N)nc(-c2cc(Cl)ccc2O)n1	-4.8	1.2	11.7	0.3	x	-3.6	x	0.4	0.4
O=C(NC(=S)Nc1ccc(N2CCOCC2)cc1)c1cccc(Cl)c1	16.8	17.3	-8.5	-0.9	i	-6.4	0.1	-1.5	-11.7
COc1ccc(-c2cc3ccccc3cn2)cc1	5.8	5.1	-9.7	-0.1	i	-2.3	-1.3	-1.2	-0.8
Cc1ccccc1OC(C)C(=O)NC1CCCC1 (centres undefined)	8.8	-5.6	-3.1	-0.8	i	5.9	-1.4	-0.9	-1.5
CCOC(=O)C1=C(O)/C(=C\c2ccc(CNC(=O)C(=O)Nc3ccccc3)o2)N=C1C	-19.9	-3.6	-1.5	-1.0	i	0.5	0.6	1.8	41.1*
CC(C)=CCC/C(C)=C/CNC(=O)C[C@H]1C[C@H](C(=O)N2CCCCC2)[C@@]2(CCc3ccccc3)c3[nH]c4cc(-c5ccco5)ccc4c3CCN2C1=O	-27.5	16.4	6.6	-0.2	x	-0.3	x	-0.8	17.6
Fc1ccc(CN2CCN(c3ncnc4scc(-c5ccc(F)cc5)c34)CC2)cc1	-16.9	30.8	-9.0	-0.1	i	-1.5	-1.1	2.5	-3.3
CCn1c(SCC(=O)NNC(=S)Nc2ccccc2)nnc1-c1ccc(Cl)cc1	6.8	-5.8	-7.0	0.0	i	-0.2	-1.5	-0.1	-4.0
CCc1ccccc1NC(=O)CSc1nc2ccccc2nc1N1CCOCC1	-0.9	13.5	-0.2	-0.6	i	-8.5	-0.3	2.5	3.4
Cc1ccc(CN2CC(C(=O)NNC(=O)Cn3ccc(C(F)(F)F)n3)CC2=O)cc1 (centres undefined)	7.3	-7.0	-5.0	-0.2	i	-1.8	0.5	3.0	-0.8
CCOc1ccccc1OCCCNCc1ccccc1	-11.0	-6.2	-2.2	-0.3	i	8.2*	-1.4	0.8	5.7
Nc1ccccc1C(=O)N1O[C@@H]2C=C[C@H]1C2	26.5	-2.8	-9.2	0.8	i	-1.1	1.3	-1.1	-5.6
O=C(CC1C(=O)NCCN1C(=O)Nc1ccc(F)cc1)Nc1cc(Cl)ccc1Cl (centres undefined)	-7.8	2.4	10.5	-0.3	i	1.7	0.2	-1.0	-2.7

The closing 3 entries of the section before are carried over, then new ones follow:
SMILES	PABP1 MLLE inh	FAS TE block	E coli Lon inh	Tb MetRS inh	Neddylation inh	bovine MsrA act	MsrA inh	Rin1-Abl PPI inh	CSN deneddyl inh
CCOc1ccccc1OCCCNCc1ccccc1	-11.0	-6.2	-2.2	-0.3	i	8.2*	-1.4	0.8	5.7
Nc1ccccc1C(=O)N1O[C@@H]2C=C[C@H]1C2	26.5	-2.8	-9.2	0.8	i	-1.1	1.3	-1.1	-5.6
O=C(CC1C(=O)NCCN1C(=O)Nc1ccc(F)cc1)Nc1cc(Cl)ccc1Cl (centres undefined)	-7.8	2.4	10.5	-0.3	i	1.7	0.2	-1.0	-2.7
CCN(CC)CCCN(C(C)=O)c1nc(-c2cc(OC)ccc2OC)cs1	-7.9	-5.4	4.5	-0.4	i	-0.2	-0.1	0.1	23.0
Cc1c(N=C/C=C2/N(C)c3ccccc3C2(C)C)c(=O)n(-c2ccccc2)n1C	11.1&-43.0	-7.3&-3.0	-17.7&-21.9	0.1&0.1	i	-3.1&-1.7	5.7*!	0.1&-2.7	2.9&9.5
Cc1ccc(Nc2ccc3nonc3c2[N+](=O)[O-])cc1	-18.9	-4.3	4.3	0.2	i	-1.5	1.0	-6.8	1.4
C[C@@H](NC(=O)c1[nH]cnc1C(=O)Nc1ccccc1)c1ccccc1	0.5	30.4	20.9	-0.4	i	-0.3	1.1	3.0	-0.9
CCC(=O)[C@@]1(C)[C@H](C)C[C@H]2[C@@H]3CCC4=CC(=O)C=C[C@]4(C)[C@H]3[C@@H](O)C[C@@]21C	-11.4	10.5	4.1	-1.4	i	-0.3	-0.7	-2.6	1.4
Cc1noc(C)c1S(=O)(=O)NC(=O)C1(C)CCN1C(=O)Cc1ccc(-c2ccccc2)cc1 (centres undefined)	-10.9	-9.6	-10.5	0.1	i	-1.4	-1.4	-4.0	-1.9
CN(C)/N=C/C=C1\CCC/C(=C\c2ccc(F)c(F)c2)C1=O	-53.8	9.0	-14.8	-1.7	i	-11.7	0.7	3.0	3.2
OCCN=Cc1c(O)[nH]c2ccccc12	-2.9	-8.8	-5.8	-0.7	i	1.5	3.6	-1.8	0.3
COc1cccc(CN2CCN(Cc3ccc(O)cc3)CC2CCO)c1 (centres undefined)	-9.8	-3.1	5.0	0.0	i	-4.0	-0.1	1.2	1.3
O=C(Cc1ccccc1)NNC(=O)Cc1ccccc1	4.5	-2.9	-5.6	-0.8	i	1.9	-1.4	5.9	-1.7
COc1ccc(-c2ccc(=O)n(CC(=O)Nc3cccc(O)c3)n2)cc1OC	-14.4	-5.7	-3.5	0.3	i	-3.1	2.4	-6.0	-5.6
Cn1c(SCC(=O)NC2CCCC2)nnc1-c1ccco1	-3.8	-4.5	2.6	-0.2	i	-2.3	-0.8	0.8	1.8
O=C(COC(=O)COc1cccc(F)c1)NCCC1=CCCCC1	-15.8	-4.8	-3.4	-0.9	i	-4.4	-0.3	-1.0	5.9
C=CCN=c1sc(C(=O)OC)cc(=O)n1CC=C	9.4	-4.2	4.5	0.0	i	1.9	2.1	-0.2	3.7
CCC1SC2=NC(C)=C(C(=O)OC)C(c3ccc(C(=O)OC)cc3)N2C1=O (centres undefined)	21.4	0.4	1.6	-0.4	i	-1.9	1.5	-5.2	1.0
FC(F)(F)c1cc(-c2ccccc2)nc(NCc2cccs2)n1	7.8	27.2	-2.5	-0.8	i	-9.2	-0.2	-0.3	-7.9
CC(=O)c1cccc(Nc2cc(C)nc3ccccc23)c1	4.3	-3.1	12.1	0.0	i	-3.5	0.8	-4.4	0.5
COc1ccc(/C(C)=N\NS(=O)(=O)c2ccccc2)cc1OC	-0.9	-9.1	-16.2	-1.1	i	-5.8	-0.2	0.4	-1.1
COc1ccc(OC)c(S(=O)(=O)Nc2cc(C(=O)O)ccc2N2CC3CC(C2)c2cccc(=O)n2C3)c1 (centres undefined)	-5.9	-5.5	1.8	0.1	i	-4.0	0.2	3.8	-5.6
CCn1nc(C)c(CNC(=O)c2cc(COc3ccc(F)cc3Cl)on2)c1C	7.3	-0.8	2.1	1.5	i	-2.3	3.0	1.4	2.5
NC(=O)C1CCN(C(=O)CC2C(=O)NCCN2Cc2cccc(Oc3ccccc3)c2)CC1 (centres undefined)	-6.4	-3.2	9.2	-0.4	i	-4.2	-0.4	2.7	0.2
COc1ccc(NC(=O)C[C@H]2C(=O)N(c3ccccc3)C[C@@H]2CSC)cc1	-1.6	-4.5	-2.0	0.8	i	1.4	-0.5	-3.3	-1.3
CCC(=O)N/N=C(\C)CC(=O)Nc1ccc2c(c1)OCCO2	-9.3	-2.8	-0.6	-0.2	i	-4.5	-0.3	2.1	-4.0
Cc1nc(N2CCC(C)CC2)c2c(C)c(C(=O)O)sc2n1	-8.9	-7.9	-1.2	-0.8	i	-9.8	0.6	1.6	-1.2
COCCCn1c(SCC(=O)NC2CCCC2)nnc1-c1ccco1	-1.3	-5.3	-5.8	-0.4	i	-1.5	-0.4	-0.9	-0.2

The list goes on:
SMILES	PABP1 MLLE inh	FAS TE block	E coli Lon inh	Tb MetRS inh	Neddylation inh	bovine MsrA act	MsrA inh	Rin1-Abl PPI inh	CSN deneddyl inh
CC(C)(C)NC(=O)NC(=O)COc1ccc(Br)cc1Br	-5.8	21.1	-5.1	1.9	i	-0.9	0.1	-0.2	-4.7
Fc1ccc(NC(=S)NC2CCCCC2)c(F)c1F	2.7	-3.4	3.9	-0.4	i	-4.7	-0.8	0.4	-3.6
CO[C@H]1CN(C)C(=O)c2cc(NC(=O)c3ccccc3)ccc2OC[C@H](C)NC[C@@H]1C	x	x	x	-0.4	i	x	-1.2	x	1.6
[O-]C1=N/[N+](=C/c2ccc(Cl)cc2)CC1	22.3	-5.2	-5.2	0.6	i	0.6	-0.3	2.6	-1.1
Cc1nc2cc(N3CCCCC3)c(NC(=O)c3ccncc3)cc2c(=O)n1Cc1ccccc1	-5.1	-4.3	1.9	0.3	i	-4.5	0.9	0.6	4.4
COc1ccc(COC(=O)CCc2cc(OC)c(OC)c(OC)c2)cc1F	-1.8	-5.7	4.7	-0.5	i	-4.8	0.4	3.9	-4.3
Cc1cccc(C(=O)N/C(=C\c2ccc(C)o2)C(=O)O)c1	6.0	-5.7	-2.0	-0.3	i	-3.7	1.3	0.6	-2.3
COc1cc(NC(=O)CSc2nc(C)c(C)c(C)n2)c(C)cc1[N+](=O)[O-]	2.2	-3.6	10.3	-0.1	i	-2.7	0.2	-0.5	3.2
COC(=O)c1ccc(C2NC(=O)c3ccccc3O2)cc1 (centres undefined)	-16.4	-6.0	-11.5	0.9	i	-2.1	0.5	2.3	2.8
CC(=O)NC(c1ccc(C(C)C)cc1)c1c(O)ccc2ccccc12 (centres undefined)	1.2	9.9	7.8	0.5	i	-2.3	1.6	0.1	8.1
CCN1CCN(C(=O)/C=C/c2ccc(OC)c(OC)c2)CC1	13.9	-6.5	2.0	-0.3	i	-4.4	3.7	0.7	6.4

Compounds were not picked by outcome; any-hit rate near 4%.
